CCHFV vOTU inh – blocks the CCHF virus ovarian tumor domain protease | inhibition, % at 11.5 µM | 370,000 tested, 0.55% active | AID 651958 | CCHFV vOTU protease, Pep-AMC fluorescence; in the data active = inhibition above about 30%; also: 0% = vehicle wells with enzyme and 100% = no enzyme wells
Rv3671c inh – inhibits the M. tuberculosis serine protease Rv3671c | AID 2606 | 320,000 tested, 0.048% active | inhibition, % at 5.96 µM | P9WHR9; in the data active = inhibition above about 38%;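 also: extracellular domain of Rv3671c used as enzyme; 0% = enzyme with DMSO and 100% = no enzyme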
Target sequence (P9WHR9 whole entry, looked up, the tested form may be a part): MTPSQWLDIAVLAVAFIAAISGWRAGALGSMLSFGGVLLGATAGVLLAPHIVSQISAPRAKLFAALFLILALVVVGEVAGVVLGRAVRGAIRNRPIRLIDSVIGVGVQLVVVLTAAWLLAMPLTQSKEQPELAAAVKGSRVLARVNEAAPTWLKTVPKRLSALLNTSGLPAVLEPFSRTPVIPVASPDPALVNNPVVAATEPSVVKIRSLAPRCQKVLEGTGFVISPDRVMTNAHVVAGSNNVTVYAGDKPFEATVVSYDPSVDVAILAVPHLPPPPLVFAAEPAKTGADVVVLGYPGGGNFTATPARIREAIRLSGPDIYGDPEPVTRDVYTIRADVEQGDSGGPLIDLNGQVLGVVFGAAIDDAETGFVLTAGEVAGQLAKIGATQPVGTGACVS
SARS 3CLpro inh – SARS-CoV 3CLpro protease inhibition; P0C6X7; recombinant SARS-CoV 3CLpro, quenched FRET peptide cleavage; inhibition, % at 6 µM; 290,000 tested, 0.14% active; in the data active = inhibition above about 12%
DUSP3 inh – DUSP3 (human) phosphatase inhibition; 290,000 tested, 0.52% active; P51452; AID 1654; inhibition, % at 13.3 µM; recombinant VHR phosphatase, pNPP absorbance; in the data active = inhibition above about 50%; also: some compounds called inactive have numbers as strong as hits
Target sequence (P51452 whole entry, looked up): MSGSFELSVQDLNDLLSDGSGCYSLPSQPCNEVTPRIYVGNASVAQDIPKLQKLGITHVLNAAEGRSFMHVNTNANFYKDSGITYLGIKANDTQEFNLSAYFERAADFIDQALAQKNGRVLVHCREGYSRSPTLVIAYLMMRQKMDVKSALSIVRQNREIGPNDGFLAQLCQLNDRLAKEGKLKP
BoNT-F LC inh – blocks Botulinum neurotoxin F light chain protease; Multiplex microsphere protease cleavage assay, flow cytometry; inhibition, % at 10 µM; 360,000 tested, 0.22% active; AID 588497; in the data active = inhibition above about 35%, passing the limit was not always enough; inconclusive = no clear call, values can overlap the other calls; also: plate controls were buffer without enzyme for full effect and enzyme alone for no effect
PrPC TRFRET – inhibitors of human cell surface prion protein PrPC | TR-FRET read-out | inhibition, % at 13.8 µM | 370,000 tested, 0.43% active | AID 720596; in the data active = inhibition above about 24%; also: 0% = median of the test wells and 100% = reference compound wells
BoNT-A LC inh2 – blocks Botulinum neurotoxin A light chain protease; AID 588499; 360,000 tested, 0.17% active; multiplex microsphere protease substrate cleavage, flow cytometry; inhibition, % at 10 µM; also: plate controls were buffer without enzyme for full effect and enzyme alone for no effect
Anthrax LF inh2 – anthrax lethal factor protease inhibition; P15917; multiplex microsphere protease cleavage assay, LF; inhibition, % at 10 µM; 360,000 tested, 0.12% active; AID 588501; also: plate controls were buffer without enzyme for full effect and enzyme alone for no effect
MazEF act – increases E. coli MazEF RNase cleavage of RNA; P0AE70; FAM/BHQ RNA-DNA oligo cleavage fluorescence, 5 h; activation, % at 20 µM; 350,000 tested, 0.32% active; in the data active = activation above about 50%
Target sequence (P0AE70 whole entry, looked up): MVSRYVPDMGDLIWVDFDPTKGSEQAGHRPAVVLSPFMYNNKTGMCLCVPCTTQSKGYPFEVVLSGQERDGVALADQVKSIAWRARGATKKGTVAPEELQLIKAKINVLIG
SSB-PriA inh – blocks PriA binding to SSB C-terminal tail. AlphaScreen SSBct-PriA binding, biotinylated peptide. inhibition, % at 33 µM. 430,000 tested, 0.6% active. AID 1272365; in the data active = inhibition mostly above about 37%, no sharp cut-off; inactive = mostly below about 20%;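 also: plate controls were negative control peptide for no effect and reference peptide for full effect; strong numbers were not always called active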
The depositor's hits bear a star; i = inactive; ? = inconclusive; / = not tested or not shown; & = joins results of further samples. Rule as the data show it, unless noted: active = inhibition above about 30%; inconclusive = no clear call, values can overlap the other calls; inactive = below that.

Order of results – CCHFV vOTU inh	Rv3671c inh	SARS 3CLpro inh	DUSP3 inh	BoNT-F LC inh	PrPC TRFRET	BoNT-A LC inh2	Anthrax LF inh2	MazEF act	SSB-PriA inh
1: Cc1cc(=O)oc2cc(NS(=O)(=O)c3ccccc3)ccc12
  -358	-3	-1	22	?	0	-0.1	19	5	2
2: CCOC(=O)N1CCC(NC(=O)c2cc(-c3ccc(F)cc3)[nH]c2C)CC1
  -7	4	7	44	0	4	0.5	2	6	2
3: CC(OC(=O)c1cccc(-n2cnnn2)c1)C(=O)Nc1ccc(N(C)C)cc1 (centres undefined)
  -11	4	/	/	4	0	3.9	-3	6	15
4: COc1ccc(NC(=O)C2c3ccccc3OCC(=O)N2CC(F)(F)F)cc1 (centres undefined)
  1	/	/	/	-3	-8	-1.6	-6	/	/
5: CCOC(=O)c1cc(-c2ccccc2)nc2nc(N3CCCCC3)sc12
  -12	-6	-3	8	3	7	7.3	4	-7	-9
6: Cc1ccc2c(c1)N(C(=O)CCC(=O)NCCCN1CCOCC1)CC(C)O2 (centres undefined)
  -6	3	2	21	-9	7	0.1	-3	4	-5
7: Cc1ccc(S(=O)(=O)N2CCN(C(=O)Cn3nc(C(=O)O)c4ccccc4c3=O)CC2)cc1
  3	-7	-3	14	/	1	/	/	-8	-12
8: COc1ccc(NCN2C(=O)CCC2=O)cc1
  9	-1	3	6	-22	1	-0.9	-2	5	-26
9: CN(CC(=O)Nc1cccc(F)c1)C(=O)CN1c2cccc3cccc(c23)S1(=O)=O
  -3	-17	/	/	-2	-10	-0.3	-8	2	2
10: COc1cc2nc(CN3CCN(C(C)=O)CC3)[nH]c(=O)c2cc1OC
  19	10	0	5	-7	1	0.2	2	3	-2
11: CC(C)(C)c1ccc(C(=O)Nc2c3c(nn2C(C)(C)C)CS(=O)(=O)C3)cc1
  -6	-30	2	28	-8	6	3.7	-6	1	-8
12: O=C1NC(=S)N/C1=C\C=C\c1ccccc1
  3	4	3	13	-6	0	-0.2	0	6	3&7
13: Cc1ccc(-n2c(O)c(C=Nc3ccccc3N)c(=O)[nH]c2=O)cc1C
  22	-6	0	21	-9	4	-0.4	0	-24	8
14: CCN(CC(=O)Nc1ccccc1C(F)(F)F)C(=O)c1ccc(N2C(=O)CCC2=O)cc1
  -3	-2	-1	1	2	-6	0.2	-2	-1	-7
15: O=C(O)C1CCCCC1C(=O)Nc1ccc(S(=O)(=O)N2CCOCC2)cc1 (centres undefined)
  -14	/	/	/	-17	-3	-0.4	-13	1	24
16: Fc1ccc(-c2nc3ccc(Cl)cn3c2Cc2ccccc2C(F)(F)F)cc1
  21	/	/	/	14	-4	2.7	6	/	/
17: Cc1cnc2nc(-c3ccccc3)ccc2c1
  2	/	/	/	0	2	-0.1	0	/	/
18: CN1CC(=O)N(CC(=O)Nc2ccc(N3CCOCC3)cc2)C1=O
  8	-3	/	/	7	2	1.3	0	4	-10
19: CC(C)C(C)NC(=O)CN1C(=O)NC2(CCc3ccccc32)C1=O (centres undefined)
  -5	5	3	-7	-12	-1	-0.9	5	11	-18
20: Cc1ccc2c(c1)N(CCC(=O)NCc1ccccn1)C(=O)CO2
  -6	-6	-2	-15	-14	-4	-1.7	-9	-16	-15
21: N#Cc1c2c(c(NCCCN3CCOCC3)n3c1nc1ccccc13)CCC2
  3	6	-5	25	-7	-12	-0.3	-5	1	-2
22: COCCN(C(=O)CSc1ncn[nH]1)c1c(N)n(Cc2ccccc2)c(=O)[nH]c1=O
  4	2	/	/	-9	4	-0.5	3	0	-11
23: Cc1cc(C)cc(N(CC(=O)NC2CCCCCC2)S(=O)(=O)c2c(C)[nH]c(=O)[nH]c2=O)c1
  3	3	-6	12	-8	-1	-2.2	1	-3	-5
24: COc1ccc(/C=C/C(=O)NCC2COc3ccccc3O2)c(OC)c1 (centres undefined)
  2	-4	5	14	-2	4	-1.8	-5	-7	-10
25: Cc1ccccc1OCC(=O)OCC(=O)c1ccc(OC(=O)c2ccccc2)cc1
  4	3	1	20	3	-3	0.6	-2	0	67*
26: O=C(CSC1=NCCS1)Nc1ccc(F)cc1
  3	0	1	21	-6	8	-0.7	6	13	-8
27: OCC[C@@H]1C[C@H](O)[C@@H](O)[C@]2(Cc3ccccc3CCO2)O1
  1	6	1	13	-3	0	-0.3	0	7	2
28: C=CCOc1c(Br)cc(CNn2c(C)n[nH]c2=S)cc1OC
  -4	-6	1	12	/	-1	/	/	0	0
29: CC1(C)CC(=O)C=C(NCc2ccco2)C1
  -4	-11	0	28	-6	-4	-0.9	-1	11	0
30: CCO[C@H]1OC(C(=O)N2CCN(C)CC2)=C[C@@H](C2CC2)[C@@H]1CCCO
  -7	-8	3	7	-16	3	0.1	-9	7	-2
31: COc1ccccc1NC(=O)Nc1nnc(Cc2ccccc2F)s1
  0	-3	2	17	-19	10	-3.4	-11	4	2
32: CCc1nc(NCCO)c(C#N)c2c1CSC(C)(C)C2
  -11	-1	6	2	?	6	?	8	-2	3
33: Cc1csc2c(=O)sc(NC(=O)c3ccco3)nc12
  3	-1	0	6	3	-7	-5.9	19	0	-4
34: COc1ccc(OCC(=O)OC2CCN(C)CC2)cc1
  3	4	-4	16	-2	3	0.1	4	7	0
35: Cn1cc(C(=O)N2CCN(c3cccc(Cl)c3)CC2)c(=O)c2cc(S(=O)(=O)N3CCOCC3)ccc21
  -3	0	1	-10	-4	1	-1.6	-1	19	8
36: O=C(C1=C(O)C(=O)N(CCN2CCOCC2)C1c1ccc(F)cc1)c1cc2ccccc2o1 (centres undefined)
  12	-3	-1	17	-2	8	0.8	-3	-7	0
37: O=C(O)CSc1nc2c(c(C(F)(F)F)n1)CCc1ccccc1-2
  4	1	8	26	6	7	-0.9	5	-9	1
38: O=C(Nc1cccc(C(F)(F)F)c1)C1CCN(S(=O)(=O)c2ccc(N3CCCC3=O)cc2)CC1
  9	-46	4	-14	-2	7	0.8	0	8	-5
39: Cc1ccc(C(C)NC(=O)c2ccco2)cc1C (centres undefined)
  2	3	3	-6	-6	-6	-2.2	-1	-3	-4
40: CC1=NN(C(N)=S)C(=O)C1N=Nc1cccc(C(=O)O)c1 (centres undefined)
  -10	/	2	-5	/	1	/	/	7	-18
41: C/C(=N\NC(N)=S)c1ccccc1
  -6	4	-1	-7	-10	3	0.1	0	0	/
42: Cc1ccc(NC(C)c2cc(Cl)ccc2O)cc1 (centres undefined)
  11	9	2	-17	-1	10	?	-4	7	19
43: COc1cccc(C2C(C(N)=O)=C(C)Nc3nc(-c4cccc(Cl)c4)nn32)c1 (centres undefined)
  -31	21	-3	16	-3	-4	-0.7	-16	4	2
44: COCCCn1c(C2CCCCC2)nc2oc3cc(OC)ccc3c(=O)c2c1=O
  -1	-5	4	-12	-4	8	0.5	-2	1	-7
45: CCCCc1nc2cc(C(=O)N3CCC[C@H]3CO)ccc2o1
  2	-1	-1	-2	-6	1	-2.4	0	9	5
46: CCO[C@@H]1OC(C(=O)N2CCCCCCC2)=C[C@H](c2cn(C(C)=O)c3ccccc23)[C@H]1CCCO
  /	-4	-2	26	-2	/	-0.5	1	-4	-2
47: Cn1cnnc1SCC(=O)Nc1cc(C(F)(F)F)ccc1N1CCOCC1
  -1	-34	0	23	3	9	0.2	-9	10	-27
48: O=C(NCc1cccs1)C(=O)NCC1OCCCN1S(=O)(=O)c1ccccc1 (centres undefined)
  5	5	-1	-4	-6	-1	-0.9	-2	4	-12
49: COc1ccc2nc(/C=N/NC(=O)CCCCCNC(=O)OC(C)(C)C)ccc2c1
  -21	-3	-2	-8	?	-5	-6.9	-8	-10	i
50: CC1COC(c2cccn2Cc2ccccc2Cl)=N1 (centres undefined)
  12	6	-3	26	-2	-6	-1.0	-1	1	-12
51: COc1ccc(CNC(=O)c2c([S-])n(-c3ccc(C)cc3)c3cccc[n+]23)cc1
  -8	-9	7	26	-1	4	1.2	-6	-31	-1
52: NS(=O)(=O)c1ccc(CCNC(=O)C2CCN(S(=O)(=O)c3c(Cl)cccc3Cl)CC2)cc1
  11	1	4	23	-2	6	0.0	-3	1	-3

An excerpt (hit frequency here may not be typical).
